# STAT3 blocker: inhibitors of IL-6 induced STAT3 signaling; U3A cells, IL-6 STAT3-luciferase reporter, luminescence; host cell line lacks STAT1; inhibition, % at 5.5 µM; 190,000 compounds, 0.89% hits; AID 862;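 active means inhibition above the mean inhibition across all screened compounds plus 3 SD, cut at about 44% in these data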;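 further: 0% = DMSO only wells and 100% = 100 µM nifuroxazide control wells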
# FLuc act counter: affects firefly luciferase, flagging false hits in luciferase stimulation screens. P08659. ATPlite luciferase biochemical, luminescence, 10 min; 0 = ATP-free wells, 1 = DMSO control. activation factor at 10 µM. 200,000 tested, under 10 active. AID 1027;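 active means luciferase activation factor, scaled between plate controls, of at least 2 with compound at 10 µM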
# Target sequence (P08659 whole entry, looked up): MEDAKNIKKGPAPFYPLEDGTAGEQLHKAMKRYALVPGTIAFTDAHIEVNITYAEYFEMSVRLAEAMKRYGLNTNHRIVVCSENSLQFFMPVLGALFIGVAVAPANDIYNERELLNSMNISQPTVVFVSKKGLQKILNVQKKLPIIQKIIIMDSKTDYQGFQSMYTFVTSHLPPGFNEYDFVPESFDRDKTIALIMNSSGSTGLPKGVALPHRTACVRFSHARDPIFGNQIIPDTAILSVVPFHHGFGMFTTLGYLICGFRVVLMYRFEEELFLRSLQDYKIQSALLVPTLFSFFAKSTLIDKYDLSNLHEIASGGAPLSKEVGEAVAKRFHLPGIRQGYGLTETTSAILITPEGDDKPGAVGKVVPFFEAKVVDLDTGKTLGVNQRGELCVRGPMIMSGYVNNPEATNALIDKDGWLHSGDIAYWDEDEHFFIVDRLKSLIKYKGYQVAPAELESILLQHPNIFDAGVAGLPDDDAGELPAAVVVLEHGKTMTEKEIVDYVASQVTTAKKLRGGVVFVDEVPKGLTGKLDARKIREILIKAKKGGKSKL
#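 Assay system: Luciferase/luciferin detection reagent, cell-free biochemical luciferase assay / Also added: ATP substrate / Schedule: 10 min at ambient temperature / Measured by: luminescence measurement of luciferase light output / Benchmarks: low control with PBS replacing ATP, high control enzyme plus ATP without compound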
# STAT1 inh: inhibitors of IFN-gamma induced STAT1 signaling. inhibition, % at 5.5 µM. NIH 3T3 STAT1-luciferase reporter, luminescence. 200,000 compounds, 0.35% hits;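 active means inhibition above a set limit, the mean inhibition across all tested compounds plus 3 SD, cut at about 34% in these data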;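 further: 0% = IFN-gamma with DMSO and 100% = IFN-gamma with 300 µM nifuroxazide; values of inactives mirror those of a sister screen read the other way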
# STAT1 act: increases IFN-gamma driven STAT1 reporter signal | 200,000 compounds, 2.6% hits | NIH 3T3 STAT1-luciferase reporter, luminescence; 100% = IFN-gamma alone, no compound | AID 932 | activation (% of control), % at 5.5 µM;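 active means activation above the screen-wide mean activation plus 3 SD, cut at about 130% in these data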;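 further: raw ratio to IFN-gamma control signal so 100% means no change and 0% no light; values of inactives mirror those of a sister screen read the other way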
# APP 5'UTR act: APP 5'UTR luciferase reporter activation. 190,000 compounds, 1% hits. activation, % at 2 µM. AID 1276. SH-SY5Y APP 5'UTR luciferase reporter, luminescence; zero percent = DMSO vehicle wells;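 active means activation above a set limit, based on mean plus 3 SD of controls, cut at about 140% in these data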; further: values of inactives mirror those of a sister screen read the other way
# NF-kB neuron act: raises NF-kB expression in human neuronal cells. NF-kB reporter expression; stronger effect = higher value. fold change at 12.5 µM. AID 1239. 190,000 compounds, 1.6% hits; in the data active means fold change above about 3.3
# FLuc inh counter: Photinus pyralis luciferase inhibition counter-screen. P08659. ATPLite firefly luciferase biochemical luminescence, 10 min. inhibition, % at 10 µM. 200,000 compounds, 1.5% hits. AID 1006;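 active means inhibition above about 50% when tested at 10 µM, limit read from the data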
# ROMK mod: modulates human ROMK potassium channel activity; P48048; Tet-inducible ROMK, thallium flux fluorescence; actives lie on both sides; B-score at 10 µM; 130,000 compounds, 2% hits; AID 1918;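 active means signal ratio slope over the read window, or its plate-corrected B-score, at least 3 SD from the plate mean, either direction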;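 further: B-score of the F/F0 ratio slope over 7 to 12 s after thallium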
# Target sequence (P48048 whole entry, looked up): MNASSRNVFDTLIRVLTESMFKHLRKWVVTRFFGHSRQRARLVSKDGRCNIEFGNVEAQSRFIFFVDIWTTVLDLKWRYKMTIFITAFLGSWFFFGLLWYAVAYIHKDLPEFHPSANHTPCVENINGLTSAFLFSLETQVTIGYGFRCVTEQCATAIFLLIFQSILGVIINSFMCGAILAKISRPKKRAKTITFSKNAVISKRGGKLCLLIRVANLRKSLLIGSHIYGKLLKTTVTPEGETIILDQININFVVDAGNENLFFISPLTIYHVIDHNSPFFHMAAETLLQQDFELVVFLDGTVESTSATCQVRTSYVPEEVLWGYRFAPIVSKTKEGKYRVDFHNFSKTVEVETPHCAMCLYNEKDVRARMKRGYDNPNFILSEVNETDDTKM
# APP transl inh: APP translation inhibition; SH-SY5Y APP 5'UTR-luciferase reporter, luminescence; inhibition, % at 2 µM; 190,000 compounds, 0.82% hits;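 active means inhibition above a set limit, derived from the sample mean plus 3 SD, cut at about 45% in these data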; further: values of inactives mirror those of a sister screen read the other way
# STAT3 act: increases IL-6 driven STAT3 reporter signal. 190,000 compounds, 0.91% hits. activation (% of control), % at 5.6 µM. AID 871. U3A cells, IL-6 STAT3-luciferase reporter, luminescence; 100% = signal with IL-6 EC80 alone;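 active means activation above the screen-wide mean of compound activation plus 3 SD, cut at about 130% in these data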;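 further: 0% = background luminescence of wells with medium and substrate only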
#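 Test system: STAT3-luciferase reporter U3A cells; Detection: reporter luminescence signal; Times: 1 h compound pre-exposure, 6 h IL-6 stimulation, 37 °C; Benchmarks: IL-6-only high control; Also added: IL-6 stimulus at 33 ng/mL final.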
# The depositor's hits bear a star; . = not tested or not shown.
# Every second line gives: STAT3 blocker	FLuc act counter	STAT1 inh	STAT1 act	APP 5'UTR act	NF-kB neuron act	FLuc inh counter	ROMK mod	APP transl inh	STAT3 act
- CC(=O)c1ccc(NS(=O)(=O)c2ccc3ccccc3c2)cc1
→ 11	1.1	9	92	-2	1.1	-7	0.91	2	94
- Cc1ccccc1-n1nc(-c2cccnc2)cc1C(=O)N/N=C/c1ccncc1
→ 8	1.1	-6	103	-15	1.1	-10	0.34	15	95
- COc1ccc(CCn2c(N)c(C(=O)NCc3ccco3)c3nc4ccccc4nc32)cc1OC
→ 14	1	-4	104	-9	0.43	-4	.	9	93
- O=C(CCN1CCN(c2ccccc2)CC1)NNC(=O)c1cccc2ccccc12
→ 11	1	7	94	-11	1	-2	-1.4	11	91
- O=S(=O)(c1cccs1)N1CCN(CC(O)COc2cccc(Br)c2)CC1 (configuration not stated)
→ 6	1	1	99	-44	0.81	-2	0.092	44	101
- CCC(C(=O)NCc1ccccc1OC)n1nc(C)n2c(cc3occc32)c1=O (configuration not stated)
→ 2	1.1	8	93	-6	0.88	-8	0.8	6	96
- CCOC(=O)c1c(-c2cccs2)csc1NC(=O)CN1CC(C)OC(C)C1 (configuration not stated)
→ -10	1	3	97	8	0.94	-4	.	-8	111
- COc1ccc(CNC(=O)CSc2nn3c(=O)c(C(C)(C)C)nnc3s2)cc1OC
→ 11	1	11	89	-7	0.91	-2	-0.17	6	94
- O=C(c1ccc(Cn2cc(Br)cn2)cc1)N1CCN(c2ccccc2)CC1
→ 3	1.1	5	95	-4	1	-10	.	4	99
- Cc1ccc(N2CC(C(=O)Nc3ccncc3)CC2=O)cc1 (configuration not stated)
→ 11	1	-2	102	9	1.1	-3	.	-9	95
- COc1cc([N+](=O)[O-])ccc1NC(=S)N1CCN(c2ccccn2)CC1
→ 3	1.1	0	98	-5	1	-8	-2	5	99
- COc1cc(CNc2ccc(N3CCCC3)cc2)cc(Cl)c1OC
→ -15	1	6	93	12	1.3	-4	4*	-12	117
- O=c1c(-c2nc3ccccc3s2)cccn1Cc1ccc(Cl)c(Cl)c1
→ 6	1	1	99	11	3.5*	-4	.	-11	100
- Cc1ccc(-c2nnn3c2nc(NCCc2ccc(S(N)(=O)=O)cc2)c2ccccc23)cc1
→ -27	1	4	96	-4	0.87	-1	1.6	4	123
- COC(=O)C(Cc1ccc(O)cc1)NC(=O)c1ccccc1OC (configuration not stated)
→ 4	1	-2	103	-10	1.4	2	.	10	102
- CCn1c(=S)[nH]c2ccccc21
→ 2	1	7	93	-3	0.99	-4	.	3	100
- COc1ccc(CNC(=O)C2CCCN2S(=O)(=O)c2ccc(F)cc2)cc1 (configuration not stated)
→ 3	1	1	99	0	1	-2	0.84	0	102
- N#Cc1cc(C(=O)c2ccccc2OCC(=O)Nc2ccccc2Cl)cn(C2CCCCC2)c1=O
→ -7	1.1	-13	112	7	0.56	-9	.	-7	107
- Cc1ccc2nc(NC(=O)CSCC(=O)OCC(=O)c3ccccc3)sc2c1
→ 51*	0.9	13	89	-21	0.54	10	-0.062	21	58
- O=C(/C=C/c1ccccc1[N+](=O)[O-])NCCN1C(=O)S/C(=C\c2ccc(F)cc2)C1=O
→ -23	1	-8	108	44	1.1	1	-0.032	-44	122
- N#Cc1ccc(C23CC4CC(CC(C4)C2)C3)[nH]c1=O
→ 5	1	2	98	-11	1.2	-4	.	11	99
- Cc1nc2cc3ccccc3cc2n1C
→ 22	0.9	-4	104	1	1	5	0.34	-1	81
- O=C(CSc1nc(O)cc(=O)n1-c1ccccc1)N1CCCCC1
→ 10	1	-4	104	-1	1.1	-4	.	1	95
- COc1ccc(C2C(C(=O)/C=C/c3ccco3)=C(O)C(=O)N2CCN2CCOCC2)cc1OC (configuration not stated)
→ 5	1	1	97	-1	0.97	-2	0.39	1	101
- CCN1CCc2c(OCC(=O)N3CCC(C)CC3)cccc2C1=O
→ 6	1.1	-1	100	-9	1	-5	0.12	9	102
- COC(=O)c1cc(OC)c(OC)cc1NC(=O)c1cc(OC)cc(OC)c1
→ 5	1	2	98	-15	0.94	-2	-0.047	15	101
- COC(=O)CCC(=O)NS(=O)(=O)c1ccc(N=NN2CCOCC2)cc1
→ -7	1	-2	102	3	1	-5	0.068	-3	106
- CCOC(=O)C1CCN(c2nc3ccccc3n2CC(=O)c2ccccc2)CC1
→ 18	1	11	89	31	1.1	0	-0.64	-30	91
- O=C(O)c1cc2nc(-c3cccs3)cc(C(F)(F)F)n2n1
→ 2	1	-6	104	13	1	0	0.93	-13	99
- C=CCOc1c2ccc(C(=O)NCc3ccc(OC)cc3)cc2nn1C
→ 3	1	8	93	9	1.1	-1	.	-9	108
- CCOC(=O)CN1CC23C=CC(O2)C(C(=O)N2CCN(c4ccc(F)cc4)CC2)C3C1=O (configuration not stated)
→ 2	1.1	-7	107	-18	1	-9	.	18	98
- CCCc1n(CC)c2ccccc2[n+]1CC(O)COC1CCCCC1 (configuration not stated)
→ 6	1.1	7	92	-4	0.8	-11	0.029	4	101
- CC(C)OC(=O)C1C(=O)CC(C)(O)C(C(=O)OC(C)C)C1c1cccc([N+](=O)[O-])c1 (configuration not stated)
→ -8	1	-4	102	-16	1.2	5	0.066	16	109
- N#Cc1nc(-c2ccc(Cl)cc2)oc1NCCc1ccccn1
→ -1	1	-24	125	-21	1.6	0	-0.083	21	104
- CC1=N/C(=C\c2ccc([N+](=O)[O-])cc2)C(=O)N1c1ccc(Br)c(C)c1
→ 10	1	4	96	-1	0.83	-1	.	1	100
- CSc1cccc(CN2CCN(CCc3ccccc3)C(CCO)C2)c1 (configuration not stated)
→ 5	1	-9	107	-2	0.97	-3	-1.1	2	97
- CCOC(=O)N1CCC(NC(=O)c2cc3cc4cc(OC)ccc4nc3o2)CC1
→ 22	1	-4	103	-7	0.51	0	0.45	6	84
- CCN(CC)C(=O)/C=C/c1ccc(OC)c(S(=O)(=O)N2CCCCC2)c1
→ 6	1	3	96	1	1	0	1.6	-1	98
- COc1ccccc1Oc1cc(C#N)c(C#N)cc1-n1nnc2ccccc21
→ 1	1.1	2	98	3	0.86	-6	0.6	-3	99
- CCC(=O)N1CCc2cc(S(=O)(=O)NCCC(=O)N3CC=C(c4ccccc4)CC3)ccc21
→ -4	1.1	15	86	1	0.94	-5	-0.86	-1	104
- COC(=O)COc1ccccc1C(=O)Nc1ccc(OC)cc1
→ 17	0.9	17	85	-19	1.1	7	0.95	19	88
- CCN(Cc1ccncc1)C(=S)NCc1ccccc1
→ 2	1	4	96	20	1.6	-1	0.36	-20	102
- CC(=O)NCC(=O)N(Cc1ccco1)C1(C(=O)NC2CCCCC2)CCCCC1
→ -1	1	-13	110	-3	1.1	-1	0.89	2	101
- COc1ccc(-c2[nH]ncc2CN2CCC(OCc3ccccc3)CC2)c(F)c1
→ 6	1	-1	99	14	1	-4	-0.84	-14	97
- CCC(=O)NC(=S)NNC(=O)COc1ccc(Br)cc1
→ 8	1	-8	106	-9	0.8	-4	0.55	9	96
- CCc1cccc(CC)c1NC(=O)c1cccc(NC(=O)c2ccccc2)c1
→ 6	1.1	4	97	-7	0.82	-5	.	7	98
- Cc1ccnc2nc(C(=O)OCCOc3ccccc3)nn12
→ -1	1	-5	105	8	0.98	-3	-0.4	-8	103
- O=S(=O)(c1ccc2c(c1)OCCO2)N1CCC(c2nc3ccc(Cl)cc3[nH]2)CC1
→ 17	1.1	1	100	7	0.39	-6	.	-7	91
- Nc1cc(N2CCCC2)ccc1[N+](=O)[O-]
→ 15	0.9	-4	102	5	1.1	8	.	-5	89
- Cn1cnnc1SCc1ccccc1Br
→ -1	1	-4	103	-20	1.1	-1	0.23	20	101

# Compound profiles, from the list above. Order of screens: STAT3 blocker | FLuc act counter | STAT1 inh | STAT1 act | APP 5'UTR act | NF-kB neuron act | FLuc inh counter | ROMK mod | APP transl inh | STAT3 act
# Listed for CCc1cccc(CC)c1NC(=O)c1cccc(NC(=O)c2ccccc2)c1 = 6 | 1.1 | 4 | 97 | -7 | 0.82 | -5 | . | 7 | 98
# Listed for COc1ccc(-c2[nH]ncc2CN2CCC(OCc3ccccc3)CC2)c(F)c1 = 6 | 1 | -1 | 99 | 14 | 1 | -4 | -0.84 | -14 | 97

# Remaining list, next part:
# Every second line gives: STAT3 blocker	FLuc act counter	STAT1 inh	STAT1 act	APP 5'UTR act	NF-kB neuron act	FLuc inh counter	ROMK mod	APP transl inh	STAT3 act
- Cc1c(Cl)cccc1N1C(=O)CC(NNC(=O)c2cccs2)C1=O (configuration not stated)
→ 9	1.1	0	100	5	1.3	-10	-0.26	-5	99
- CCOC(=O)CSc1nc2cc3c(cc2cc1C#N)OCCO3
→ -7	1.1	-78	174*	181*	1.2	-5	-0.0065	-181	108
- O=C(CSc1nnc(-c2ccccc2)n1Cc1ccccc1)N1CCCC1
→ 7	1.1	4	96	-5	1.2	-7	.	5	98
- CCOC(CNC(=O)c1ccc2nc(N3CCC(C)CC3)sc2c1)OCC
→ -9	1	-25	123	116	2.1	2	-0.68	-116	111
- COCC(=O)Nc1nnc(COc2ccc(Cl)cc2)s1
→ -3	1	-12	105	10	1.3	3	.	-10	105
- CCN1CCN(c2nc3ccccc3nc2C(C#N)C(=O)OCc2ccccc2)CC1 (configuration not stated)
→ 9	1.1	2	98	17	0.54	-10	-0.67	-17	98
- O=C(O)c1ccccc1NC(=S)NC(=O)c1cccc2ccccc12
→ 5	1	-4	103	12	1	-2	0.51	-12	102
- CCC1CCCCN1C(=O)Cn1c(C(=O)OC)cc2sc(Cl)cc21 (configuration not stated)
→ 4	1.1	3	91	-2	1.9	-7	-0.23	2	99

# Of the compounds above, these have a Cl atom:
# Every second line gives: STAT3 blocker	FLuc act counter	STAT1 inh	STAT1 act	APP 5'UTR act	NF-kB neuron act	FLuc inh counter	ROMK mod	APP transl inh	STAT3 act
- COc1cc(CNc2ccc(N3CCCC3)cc2)cc(Cl)c1OC
→ -15	1	6	93	12	1.3	-4	4*	-12	117
- O=c1c(-c2nc3ccccc3s2)cccn1Cc1ccc(Cl)c(Cl)c1
→ 6	1	1	99	11	3.5*	-4	.	-11	100
- N#Cc1cc(C(=O)c2ccccc2OCC(=O)Nc2ccccc2Cl)cn(C2CCCCC2)c1=O
→ -7	1.1	-13	112	7	0.56	-9	.	-7	107
- N#Cc1nc(-c2ccc(Cl)cc2)oc1NCCc1ccccn1
→ -1	1	-24	125	-21	1.6	0	-0.083	21	104
- O=S(=O)(c1ccc2c(c1)OCCO2)N1CCC(c2nc3ccc(Cl)cc3[nH]2)CC1
→ 17	1.1	1	100	7	0.39	-6	.	-7	91
- Cc1c(Cl)cccc1N1C(=O)CC(NNC(=O)c2cccs2)C1=O (configuration not stated)
→ 9	1.1	0	100	5	1.3	-10	-0.26	-5	99
- COCC(=O)Nc1nnc(COc2ccc(Cl)cc2)s1
→ -3	1	-12	105	10	1.3	3	.	-10	105
- CCC1CCCCN1C(=O)Cn1c(C(=O)OC)cc2sc(Cl)cc21 (configuration not stated)
→ 4	1.1	3	91	-2	1.9	-7	-0.23	2	99

# Screens (PubChem BioAssay)
